Assay outcomes from PubChem.
STAT1 blocker: inhibitors of IFN-gamma induced STAT1 signaling; inhibition, % at 5.5 µM; 0.35% of 200,000 active; NIH 3T3 STAT1-luciferase reporter, luminescence;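 active = inhibition above a set limit, the mean inhibition across all tested compounds plus 3 SD, cut at about 34% in these data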;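 note: 0% = IFN-gamma with DMSO and 100% = IFN-gamma with 300 µM nifuroxazide; values of inactives mirror those of a sister screen read the other way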
bIAP activator: increases bovine intestinal alkaline phosphatase activity; purified bovine IAP, CDP-star luminescence, 30 min; hits give high values; fold of DMSO-control signal, blank-subtracted; activation factor at 20 µM; 0.17% of 200,000 active;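 active = activation factor of 2 or more at 20 µM, a signal rise over negative controls twice the positive control's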
PPARg SRC2 recr: PPARgamma-driven SRC-2 recruitment agonism; P37231; PPARgamma LBD-SRC-2 recruitment, biochemical; activation, % at 8 µM; 0.34% of 200,000 active; in the data active = activation above about 22%;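 note: 0% = vehicle and 100% = reference agonist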
Target sequence (P37231 whole entry, looked up, the tested form may be a part): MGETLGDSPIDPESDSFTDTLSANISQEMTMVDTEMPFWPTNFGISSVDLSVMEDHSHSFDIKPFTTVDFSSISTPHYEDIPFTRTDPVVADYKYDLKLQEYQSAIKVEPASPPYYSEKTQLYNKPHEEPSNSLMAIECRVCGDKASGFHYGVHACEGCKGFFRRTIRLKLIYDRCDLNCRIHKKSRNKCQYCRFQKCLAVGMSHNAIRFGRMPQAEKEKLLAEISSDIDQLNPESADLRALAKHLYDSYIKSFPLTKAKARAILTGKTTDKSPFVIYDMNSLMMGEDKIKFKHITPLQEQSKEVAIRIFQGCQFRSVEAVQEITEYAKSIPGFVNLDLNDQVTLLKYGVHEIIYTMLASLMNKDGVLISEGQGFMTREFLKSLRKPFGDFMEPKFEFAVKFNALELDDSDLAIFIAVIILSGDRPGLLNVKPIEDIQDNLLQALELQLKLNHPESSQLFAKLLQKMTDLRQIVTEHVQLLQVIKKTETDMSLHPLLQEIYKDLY
PPARg SRC-3 ag: agonists of human PPARgamma SRC-3 coactivator recruitment; P37231; biochemical PPARgamma/SRC-3 coactivator recruitment assay; activation, % at 8 µM; 0.26% of 200,000 active; AID 731; in the data active = activation above about 23%;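 note: 0% = DMSO and 100% = reference agonist; some compounds past the cut are filed as inactive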
STAT3 inh: reduces IL-6 driven STAT3 reporter signal. 0.89% of 190,000 active. U3A cells, IL-6 STAT3-luciferase reporter, luminescence; host cell line lacks STAT1. inhibition, % at 5.5 µM. AID 862;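 active = inhibition above the mean inhibition across all screened compounds plus 3 SD, cut at about 44% in these data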;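 note: 0% = DMSO only wells and 100% = 100 µM nifuroxazide control wells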
PPARg SRC1 recr: agonists of human PPARgamma SRC-1 coactivator recruitment. PPARgamma-SRC-1 coactivator recruitment biochemical assay. activation, % at 8 µM. 0.41% of 200,000 active. AID 631; in the data active = activation above about 19%;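 note: 0% = DMSO and 100% = reference agonist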
ROMK mod: modulators of human ROMK potassium channel; 2% of 130,000 active; B-score at 10 µM; AID 1918; Tet-inducible ROMK, thallium flux fluorescence; actives lie on both sides;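 active = signal ratio slope over the read window, or its plate-corrected B-score, at least 3 SD from the plate mean, either direction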;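 note: B-score of the F/F0 ratio slope over 7 to 12 s after thallium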
bIAP inh: blocks bovine intestinal alkaline phosphatase activity; 190,000 tested, under 10 active; purified bovine IAP, CDP-star luminescence, 30 min; inhibition, % at 20 µM;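 active = over 50% inhibition of intestinal alkaline phosphatase at 20 µM in the single-dose screen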
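test system = bovine IAP enzyme | medium = DEA buffer 100 mM, pH 9.8, with MgCl2 1.0 mM, ZnCl2 0.02 mM | detection = luminescence | dosing = single compound dose of 20 µM, 2% DMSO final | incubation = 30 min reaction at room temperature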
TNAP act hi DEA: activators of human TNAP at high phosphate acceptor concentration. P05186. purified TNAP, CDP-star luminescence, 1 M DEA, 30 min; hits give high values; 0 = EDTA background, 1 = DMSO-only activity. activation factor at 20 µM. 200,000 tested, under 10 active;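 active = activation factor at least 2 at 20 µM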
Target sequence (P05186 whole entry, looked up): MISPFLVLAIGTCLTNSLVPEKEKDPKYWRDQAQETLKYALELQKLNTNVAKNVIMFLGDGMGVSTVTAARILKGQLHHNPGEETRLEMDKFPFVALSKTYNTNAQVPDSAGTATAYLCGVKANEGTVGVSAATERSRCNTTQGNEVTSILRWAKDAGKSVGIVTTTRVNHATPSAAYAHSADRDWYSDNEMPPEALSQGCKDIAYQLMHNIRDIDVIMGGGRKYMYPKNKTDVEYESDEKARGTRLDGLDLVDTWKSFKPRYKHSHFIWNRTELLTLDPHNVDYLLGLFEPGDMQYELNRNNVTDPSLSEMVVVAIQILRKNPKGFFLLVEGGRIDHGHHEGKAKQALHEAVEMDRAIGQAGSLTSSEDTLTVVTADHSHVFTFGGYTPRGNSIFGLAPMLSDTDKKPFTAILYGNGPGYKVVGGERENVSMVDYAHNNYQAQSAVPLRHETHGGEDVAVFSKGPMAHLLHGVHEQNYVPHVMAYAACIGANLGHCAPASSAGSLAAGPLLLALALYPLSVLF
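Control set: EDTA negative control, DMSO positive control / Assay system: human TNAP / Quantity: TNAP 1/800 final / Evaluation: TNAP activation factor scaled between EDTA and DMSO control wells / Measured by: luminescent substrate turnover signal / Compound dosing: one dose, 20 µM / Times: 30 min enzyme reaction at room temperature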
SRC2 TRFRET art: counter-screen for PPARgamma SRC-2 recruitment agonists: TR-FRET artefact; AID 1049; TR-FRET ratio at 8 µM; 0.4% of 200,000 active; hits give high values; in the data active = TR-FRET ratio above about 2000; note: inactives centre near 1500
STAT3 activator: activators of IL-6 induced STAT3 signaling | U3A cells, IL-6 STAT3-luciferase reporter, luminescence; 100% = signal with IL-6 EC80 alone | activation (% of control), % at 5.6 µM | 0.91% of 190,000 active | AID 871;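 active = activation above the screen-wide mean of compound activation plus 3 SD, cut at about 130% in these data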;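 note: 0% = background luminescence of wells with medium and substrate only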
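Material: human U3A cells carrying STAT3-luciferase construct. Measured by: reporter luminescence signal. Timing: compound 1 h, then IL-6 6 h at 37 °C.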
An asterisk follows results filed as active; / = no result given.

SMILES	STAT1 blocker	bIAP activator	PPARg SRC2 recr	PPARg SRC-3 ag	STAT3 inh	PPARg SRC1 recr	ROMK mod	bIAP inh	TNAP act hi DEA	SRC2 TRFRET art	STAT3 activator
CC(=O)Nc1ccc(S(=O)(=O)N[C@H](C(=O)O)C(C)C)cc1	4	1	8	5	10	6	0.78	3	1	1718	97
COc1cc(OC)cc(C(=O)N/N=C2/SCC(=O)N2Cc2ccco2)c1	-4	1	2	1	4	4	-0.44	-4	1	1663	104
COC(=O)c1sc(-c2ccccc2)cc1NC(=O)c1cc(OC)cc(OC)c1	2	1	16	5	-20	4	0.015	3	1	1436	113
COc1cc(CNCCc2c[nH]c3ccccc23)cc(Cl)c1OCC(N)=O	-6	1	3	-2	-4	2	-1.6	-4	1	1471	105
CCCc1nnc(NC(=O)CC(=O)Nc2ccccc2C(=O)O)s1	6	0.9	15	10	16	0	-0.12	10	1	1569	90
CCN(CC)S(=O)(=O)c1ccc(C(=O)N(c2ccc(C)cc2)C2C=CS(=O)(=O)C2)cc1 (centres undefined)	1	1.2	0	4	0	13	-0.23	-25	1	1577	101
Cc1ccc(SCc2cc(=O)c3c(=O)n(-c4ccccc4)[nH]c3[nH]2)cc1	1	1.2	-5	6	6	2	0.62	-16	1	1351	106
COc1cccc(S(=O)(=O)NCc2ccc(C(=O)Nc3cccc(Cl)c3)cc2)c1	15	0.8	0	3	18	6	-1.4	24	1.1	1544	90
CN(C)S(=O)(=O)c1cccc(N=C2NN=C(c3ccccc3)CS2)c1	-4	0.8	3	-1	-11	5	/	18	1	1552	105
O=C(Nc1ccc(Cl)cc1Cl)N1CCN(c2ncccn2)CC1	1	1	-9	1	6	0	-3.8*	-4	1	1464	97
COc1ccc2c(c1)CCc1c(C(=O)NC3CCCCC3)noc1-2	-33	0.9	-4	0	1	7	-0.86	13	1.1	1445	103
Cc1csc(NC(=O)CSc2ccc(-c3ccccn3)nn2)n1	3	0.9	5	-1	14	9	-1.4	6	1	1706	91
CCn1cc(/C=N/NC(=O)COc2cccc3cccnc23)c2ccccc21	2	1.4	-7	3	-9	-1	-0.21	-36	1	1689	105
S=C(Nc1ccc(Cl)cc1)N1CCN(Cc2ccccc2)CC1	-10	1.1	2	4	-2	-5	-1.6	-9	1	1510	104
CCC(=O)Nc1nc(-c2ccccc2)ns1	-17	0.9	11	-1	-7	3	-0.77	5	1	1654	108
Cc1ccccc1N=Nc1c(C)[nH]n(C(N)=S)c1=O	-8	0.8	-4	0	10	-7	-0.56	18	0.9	1359	92
COC(=O)c1sc(NC(=O)c2csc3c2CCCC3)nc1C	-80	1	4	7	-16	6	0.35	2	1	1513	115
COc1ccc(C(=O)N[C@H](C(=O)OCc2cc(=O)oc3cc(C)ccc23)C(C)C)cc1	0	0.5	2	2	-4	-10	-0.27	48	1	1672	101
O=C(O)CN1CCN(Cc2ccccc2)C1=O	-1	0.6	3	9	8	7	/	43	1	1599	100
Cc1ccc(/C=C/C(=O)NCCCc2ccccc2)cc1	-17	0.9	-7	-2	-1	-11	/	5	0.9	1611	101
CCOC(=O)C(NC(=O)CC(C)C)(Nc1cc(C)on1)C(F)(F)F (centres undefined)	6	0.9	2	0	4	4	/	14	1	1625	99
CCc1nnc(NS(=O)(=O)c2ccc(NC(=O)/C=C/c3ccc(OC)cc3OC)cc2)s1	-4	1.1	4	1	-6	4	/	-5	1	1562	106
CC(C)c1nc2sc3c(c2c(=O)n1N)CC(C)(C)OC3	-4	1.1	0	3	6	11	-1	-5	1	1477	100
Cc1cccc(-n2c(Cc3ccccc3)nnc2SCc2ccc([N+](=O)[O-])cc2)c1	6	0.4	9	0	-5	-6	-7.4*	/	1	1513	104
O=C(NN1C(=O)c2ccccc2NC1c1ccccn1)c1ccc(Br)cc1 (centres undefined)	-1	1.1	-1	6	6	0	/	-12	1	1527	103
Further entries
SMILES	STAT1 blocker	bIAP activator	PPARg SRC2 recr	PPARg SRC-3 ag	STAT3 inh	PPARg SRC1 recr	ROMK mod	bIAP inh	TNAP act hi DEA	SRC2 TRFRET art	STAT3 activator
O=C1CN(C(=O)COC(=O)C2CCN(S(=O)(=O)c3ccccc3C(F)(F)F)CC2)c2ccccc2N1	-4	1.1	-2	-9	-4	5	0.94	-8	1	1600	104
COc1cc(OC)cc(N2CC(C)(C)C2=O)c1	-4	1.2	4	1	6	3	0.45	-16	1	1663	100
Cc1ccccc1OCc1nnc(SCC(=O)O)n1Cc1ccccc1	6	0.9	-3	3	17	6	-0.16	8	1	1527	92
Cn1c(=O)c2c(SCC(N)=O)nc(CC(C)(C)C)nc2n(C)c1=O	-2	1	4	4	8	1	/	3	1	1377	98
Cc1cnc(C(=O)OCC(=O)N2CCc3ccccc3C2)cn1	-6	0.4	-1	1	-2	4	0.23	/	1.1	1605	105
Nc1cc(=O)[nH]c(=S)n1-c1ccccc1	-1	0.9	12	0	8	6	-0.55	6	1.1	1659	94
COc1ccc(-n2c(=O)c3ccccc3n(CC(=O)Nc3cc(C)on3)c2=O)cc1OC	-10	1	1	7	15	10	/	1	1	1600	92
COc1ccc(C(=O)N2CCC(N3CCN(c4ccccc4)CC3)CC2)cc1OC	-3	1	-3	-3	13	-1	0.17	-2	1.1	1426	94
CCOC(=O)CN1NC2(CCC(C)CC2)NC1=S (centres undefined)	3	0.9	0	2	2	3	1.2	10	1	1531	99
CCCC(=O)N1CCc2cc(-c3nc(N)sc3C)ccc21	-40	0.9	-7	8	20	-6	-0.27	9	1	1401	86
Cc1cccc(-n2c(O)c(C=NCc3ccccn3)c3ccccc3c2=O)c1	9	1.4	9	5	10	7	/	-42	1	1641	94
COCCSc1nnc(NC(=O)Cc2cccs2)s1	-5	1	0	-4	4	-4	/	-2	1	1509	100
Cc1c(Cl)cccc1NC(=S)N(C)CCC#N	4	1.2	-5	-1	6	-1	0.59	-23	1	1607	102
CC(=O)Nc1ccc2nc(NC(=O)COc3ccccc3C)sc2c1	-13	1	0	2	10	3	-0.13	4	1	1343	101
CCC(C(=O)O)n1c(C(F)(F)F)nc2ccccc21 (centres undefined)	4	0.9	7	13	0	3	0.49	7	1.1	1613	104
COCCn1c(CCC(=O)O)ccc1-c1cccs1	-5	1	4	3	6	-4	0.07	-3	1.1	1589	106
Cc1cccc(-c2ncc(CN3CCN(C4CCCC4)C(CCO)C3)cn2)c1 (centres undefined)	8	1.1	0	3	-1	-2	/	-12	1	1615	102
CC(C)c1ccc(Nc2nnc(SCC(=O)Nc3ncc(S(=O)(=O)c4ccc([N+](=O)[O-])cc4)s3)s2)cc1	3	0.7	-1	-1	1	-7	0.28	28	1	1434	102
Cc1ccc(C)c(NC(=O)c2ccc3c(c2)N(Cc2ccc(F)cc2)C(=O)CS3=O)c1 (centres undefined)	1	1.1	6	9	1	10	/	-6	1	1793	99
CCc1ccc(NC(=O)c2ccnc(C(C)(C)C)c2)cc1	3	0.9	9	19	0	5	/	10	1.1	1753	104
CCOC(=O)C1=C(C)OC(N)=C(C#N)C1c1cc(OC)c2c(c1)OCO2 (centres undefined)	6	0.8	3	-3	-3	-7	/	19	1	1522	106
Cc1ccc(Cl)cc1NC(=O)Nc1cccs1	21	1.1	2	0	27	-2	0.57	-5	1	1568	83
COC(=O)Nc1ccc(S(=O)(=O)N2CCN(CCN3C(=O)C4C5C=CC(C5)C4C3=O)CC2)cc1 (centres undefined)	-1	1	-1	-1	2	2	1.6	3	1	1524	98
NC(=O)C1(N2CCCCC2)CCN(C2CC(=O)NC2=O)CC1 (centres undefined)	-3	0.9	-10	-2	-8	-1	/	14	1	1394	109
Cc1ccc(NC(=S)Nc2nc(CC(=O)Nc3ccccc3)cs2)cc1	4	0.8	-4	1	14	6	/	18	1	1558	90

Overlap with the part before: 6 compounds; new compounds follow.
SMILES	STAT1 blocker	bIAP activator	PPARg SRC2 recr	PPARg SRC-3 ag	STAT3 inh	PPARg SRC1 recr	ROMK mod	bIAP inh	TNAP act hi DEA	SRC2 TRFRET art	STAT3 activator
CCc1ccc(NC(=O)c2ccnc(C(C)(C)C)c2)cc1	3	0.9	9	19	0	5	/	10	1.1	1753	104
CCOC(=O)C1=C(C)OC(N)=C(C#N)C1c1cc(OC)c2c(c1)OCO2 (centres undefined)	6	0.8	3	-3	-3	-7	/	19	1	1522	106
Cc1ccc(Cl)cc1NC(=O)Nc1cccs1	21	1.1	2	0	27	-2	0.57	-5	1	1568	83
COC(=O)Nc1ccc(S(=O)(=O)N2CCN(CCN3C(=O)C4C5C=CC(C5)C4C3=O)CC2)cc1 (centres undefined)	-1	1	-1	-1	2	2	1.6	3	1	1524	98
NC(=O)C1(N2CCCCC2)CCN(C2CC(=O)NC2=O)CC1 (centres undefined)	-3	0.9	-10	-2	-8	-1	/	14	1	1394	109
Cc1ccc(NC(=S)Nc2nc(CC(=O)Nc3ccccc3)cs2)cc1	4	0.8	-4	1	14	6	/	18	1	1558	90
N#Cc1nc(-c2ccccc2Cl)oc1N1CCOCC1	-10	0.9	8	0	-8	5	-0.19	13	1	1692	109
COc1ccc(/C=C(\NC(=O)c2cccs2)C(=O)Nc2ccccc2C)cc1OC	-6	1.3	5	-5	-11	-3	-0.019	-27	1	1369	110
CC1CC2=C(NC(=S)NC2c2ccccc2F)/C(=C/c2ccccc2F)C1 (centres undefined)	-8	0.9	10	8	5	-3	-0.38	10	1	1620	100
COc1ccc(/C=N/c2nc3ccccc3n2C)cc1OC	10	0.9	2	1	-1	3	0.0073	5	1.1	1662	103
N/C(=N\c1nc2c(c(=O)[nH]1)CCCC2)Nc1ccccc1Sc1ccccc1	2	1.4	4	-1	12	6	0.76	-36	1.1	1649	91
CN(C)CCNC(=O)c1sc2cccc(F)c2c1Cl	-4	1	-6	4	13	10	-0.2	-2	1.1	1387	95
COC(=O)C1CCCN1C(C(=O)NC1CCCCC1)c1ccc(Cl)cc1 (centres undefined)	0	0.8	1	2	-1	6	-0.16	21	1.1	1435	100
Cc1ccc(C)c2c(SC(C)C(=O)NCc3ccco3)nc(-c3ccccc3)nc12 (centres undefined)	1	1	-5	7	-2	0	0.67	0	1	1428	105
O=C(N/N=C/c1ccco1)c1cnccn1	0	0.9	12	-4	2	1	-1	6	1.1	1487	102
Cc1ccc(C)c(NC(=O)CCC(=O)N/N=C2/CC(=O)CC(C)(C)C2)c1	-1	1.1	-3	1	4	2	-0.2	-11	1	1399	100
N/C(=N\c1nc2c(c(=O)[nH]1)CCC2)Nc1ccccc1	1	1	-5	-1	-1	-4	/	1	1.1	1508	101
NS(=O)(=O)c1cccnc1Nc1ccc(Cl)c(Cl)c1	-5	0.9	-5	9	5	-2	/	14	0.6	1463	102
